# Source: PubChem BioAssay (National Center for Advancing Translational Sciences (NCATS))
# TGFb SMAD3 inh – inhibitors of TGF-b signaling; HepG2 CAGA-GFP TGF-b/SMAD3 reporter, GFP fluorescence, 18 h; TGF-beta stimulated, 500 pg/mL final; Potency, µM (highest dose often 46.1 µM), inactives show at the top dose activity, negative = inhibition, most hits filed as inhibitors; hit rate 1.2% among 410,000; AID 588855; also: potency is read from the fitted curve at half-maximal effect; % is scaled to controls: 0 for no effect and ±100 for the full control effect; nearly all actives have a fitted effect of over 65% in size
#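 TGF-beta reporter screen: HEPG2 CAGA-GFP, 1% FBS, 500 pg/mL TGF-beta final, 18 h; per-cell GFP summed per well; curves fitted and categorized by class.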
# Nrf2 ARE act – activators of Nrf2 (ARE) signaling; hit rate 0.31% among 410,000; AID 624171; Potency, µM (top dose mostly 46.1 µM), for the others: at the top dose activation, actives largely listed as activators; AREc32 ARE-luciferase reporter (MCF7-derived line), luminescence, 24 h; also: potency is read from the fitted curve at half-maximal effect; % of control where 0% means no effect; nearly all actives have a fitted effect of over 65% in size
#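 Nrf2 activation is followed as ARE-luciferase induction in the AREc32 line after one day of compound treatment; luminescence is read with Steady-Glo.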
# pAkt inh – blocks phosphorylation of Akt; activity change, % for hits at 50 µM; Neuro2A IGF-stimulated pAkt S473 HTRF, 20 min; hits give low values; hit rate 0.32% among 360,000; AID 651550; in the data active = activity change below about -80%; inconclusive = mostly about -51% to -80%; also: % is scaled to controls: 0 for no effect and ±100 for the full control effect
#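 Neuro2A cells (4,500/well, DMEM with 0.5% FBS) were treated with compound at a single 50 µM final concentration, stimulated with 6 nM IGF for 20 min at 37 °C, and lysed. Phospho-Akt Ser473 was read by HTRF as 665/615 ratio ×10^4.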
# Abeta rescue – restores growth of yeast expressing A-beta42 peptide | yeast expressing A-beta42, growth rescue, OD600, 48 h; response scale: 0% DMSO, 100% iron-clioquinol control | Potency, µM (doses to about 46.1 µM), for the others: at the highest dose growth rescue, actives largely listed as activators | hit rate 0.063% among 410,000 | AID 1347071; also: potency is read from the fitted curve at half-maximal effect; nearly all actives have a fitted effect of over 55% in size
#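 Yeast growth medium received pinned compounds, then yeast cells expressing toxic A-beta were added; plates incubated at 30 C for 48 hr. Growth read as absorbance at 600 nm, normalized to DMSO and equimolar FeCl3 plus clioquinol controls.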
# Nrf2 block – Nrf2 pathway inhibition. AID 504444. Potency, µM (top dose mostly 46 µM), inactives show top-dose activity change, negative = inhibition, actives largely listed as inhibitors. A549 ARE-Fluc reporter, luciferase luminescence, 18-24 h. hit rate 2.1% among 360,000; also: potency is read from the fitted curve at half-maximal effect; % is scaled to controls: 0 for no effect and ±100 for the full control effect; nearly all actives have a fitted effect of over 60% in size
#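 Nrf2 activity is the BugLite luminescence, read 15 min after reagent at room temperature, following CellTiter-Fluor cytotoxicity readout (30 min, 37C). Compound titrations were applied for 18-24 h to 5000 A549 ARE_Fluc cells/well in 5% FBS OPTI-MEM.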
# CCT chaperon mod – changes cytosolic chaperonin activity. activity change, % (concentration not given with the values), hits read low. hit rate 0.3% among 360,000. AID 651819. purified chaperonin ATPase assay, HTRF ADP detection, 30 min; in the data active = activity change below about -30%; also: % is scaled to controls: 0 for no effect and ±100 for the full control effect
#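 TRiC (40 or 20 nM final, by batch activity) in 30 mM Tris pH 7.4, 100 mM KCl, 5 mM MgCl2, 1 mM DTT was treated with compound at 76 uM single dose, then 10 uM ATP, 30 min at 37 °C. ADP was read by HTRF Transcreener.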
# MmCpn inh – M. maripaludis TRiC chaperonin inhibition; purified Mm-Cpn ATPase, ADP Transcreener TR-FRET; Potency, µM (titrated, usually from 76.9 µM), inactives show at the top dose activity, negative = inhibition, usual class: inhibitors; hit rate 0.031% among 330,000; AID 504842; also: potency is read from the fitted curve at half-maximal effect; % is scaled to controls: 0 for no effect and ±100 for the full control effect; nearly all actives have a fitted effect of over 80% in size
#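 Purified archaeal chaperonin (25 nM final) was preincubated with compound for 10 min at 37°C, then ATP (10 uM final) was added for 30 min at 37°C in Tris pH 7.4/KCl/MgCl2/DTT buffer. ADP was quantified by HTRF Transcreener TR-FRET.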
# A549 viability – kills or reduces viability of A549 cells in Nrf2 counter-screen | A549 ARE-Fluc cells, CellTiter-Fluor viability, 18-24 h | Potency, µM (top dose mostly 46 µM), for the others: at the highest dose activity change, negative = cytotoxicity, actives largely listed as inhibitors | hit rate 0.16% among 390,000 | AID 504648; also: potency is read from the fitted curve at half-maximal effect; % is scaled to controls: 0 for no effect and ±100 for the full control effect
#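 A549 ARE_Fluc cells in 5% FBS OPTI-MEM were exposed to compounds in concentration-response for 18-24 h at 37 deg C. Viability was read by CellTiter-Fluor fluorescence (Ex 405/Em 525) after 30 min, before the luciferase read.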
# HepG2 viability – kills HepG2 cells in TGF-b inhibitor counter-screen | Potency, µM (doses to about 46.1 µM), inactives show at the top dose activity change, negative = cytotoxicity, usual class: cytotoxic | hit rate 0.76% among 410,000 | HepG2 CAGA-GFP viability, ATP luminescence, 18 h; also: potency is read from the fitted curve at half-maximal effect; some results filed as inactive show a strong effect at the top dose
#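 CellTiter-Glo luminescence gave cytotoxicity after 18 hours at 37 degrees C. The cells were HepG2 CAGA-GFP in 1% FBS DMEM, stimulated with 500 pg/mL TGF-beta after compound addition. %Activity was normalised to no-cell wells (complete cell-killing) and DMSO (no toxicity), and curves were fitted and classified.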
# Starred values were filed as active, the others as inactive; i = inactive; u = inconclusive; x = not tested or not shown; & = joins results of further samples; [ ] = dose if it differs, or a comment. Unless noted, calls follow the shape of the dose curve; as a rule, active = well fitted curve in the direction sought with a large enough effect; inconclusive = small, poorly fitted or top-dose-only effect, or another doubt; inactive = no such curve, though single readings can be large; an effect the other way counts as inactive or inconclusive.
SMILES,TGFb SMAD3 inh,Nrf2 ARE act,pAkt inh,Abeta rescue,Nrf2 block,CCT chaperon mod,MmCpn inh,A549 viability,HepG2 viability
COc1ccc(OCCn2ccnc2C)cc1,-27%,-0.8%,i,7%,7%,-1.2,-1%,9%,27%
Cc1ccc2nc(-c3ccc(Cl)cc3)c(CC3CCCCC3)n2c1,-29%,11%,i,0%,x,0.9,x,x,-42%
CC(C)CC(=O)Nc1nc2c(s1)CC(C(C)(C)C)CC2 (centres undefined),-21%,9.8%,x,-3%,u,x,x,0%,-26%
O=C(Nc1ccnn1C1CCN(Cc2ccc(CO)o2)CC1)c1ccc2c(c1)OCO2,2%,-0.5%,i,0%,9%,-1.4,-3%,-5%,3%
COc1ccccc1CN(C(=O)c1ccco1)C(C(=O)NC1CCCC1)c1ccncc1 (centres undefined),2%,-0.2%,x,6%,21%,2.4,1%,-4%,2%
COc1ccc(OC)c(NC(=O)Nc2cc(NC(=O)Nc3cc(OC)ccc3OC)c(C)nc2C)c1,17%,10%,i,-14%,-8%,-0.9,0%,6%,-6%
COc1ccc(C(=O)Nc2ccnn2C2CCN(Cc3cccnc3)CC2)cc1,18%,-0.2%,x,-2%,0%,-1.8,-1%,-5%,-10%
O=C(Nc1nc(-c2cccc([N+](=O)[O-])c2)cs1)C(c1ccccc1)c1ccccc1,u,1.4%,i,0%,15µM*,0.7,0%,u,-29%
CO/N=C/C(NC(=O)c1ccc(C(F)(F)F)cc1)C(=O)OC (centres undefined),-8%,2.4%,i,11%,-12%,-1.3,-2%,0%,6%
COc1cccc(COC(=O)C(Cc2ccccc2)NC(=O)c2ccco2)c1 (centres undefined),4%,-0.3%,i,-7%,x,-0.4,x,x,-31%
COc1cc(C(=O)N2CCC(c3nc(-c4cccnc4)no3)CC2)cc(OC)c1OC,10%,-0.8%,i,-1%,-10%,-0.8,-2%,23%,-3%
O=C1c2ccccc2C(=O)N1Cc1cccnc1,-24%,0.4%,i,-2%,1%&1%,-0.6,-1%,7%&2%,-19%
NS(=O)(=O)c1ccc(C(=O)O)cc1,-6%,-0.6%,i,-20%,5%,-1.1,-3%,1%,2%
Cc1nc2ccc(S(=O)(=O)NCC(=O)NCc3ccc4c(c3)OCO4)cc2s1,9%,-0.5%,i,-10%,-17%,-3.4,1%,-4%,-23%
C=CCn1c(CNS(=O)(=O)c2ccc(Br)cc2)nnc1SC,-1%,0.1%,i,-9%,5%,-0.5,-1%,1%,1%
CC(C)CCNC(=O)[C@H](CSCc1ccccc1)N1Cc2ccccc2C1=O,4%,0.5%,i,26%,u,0.2,1%,-12%,-2%
CCn1ncc(Br)c1C(=O)Nc1cc(C)ccc1F,-3%,3.1%,i,-12%,1%,-2.4,-1%,11%,-26%
COc1cc(C2/C(=C(/O)c3ccccc3)C(=O)C(=O)N2c2ccccn2)ccc1O (centres undefined),6%,-0.8%,i,-2%,23%,-4.0,-2%,-1%,1%
O=C(CC1C(=O)NCCN1Cc1ccccn1)NCCc1ccccc1F (centres undefined),1%,4.0%,i,-11%,12%,-1.8,-1%,-5%,-33%
Cc1cccc(C)c1NC(=O)CN(C)S(=O)(=O)c1ccc(-c2ccc(=O)[nH]n2)s1,-5%,5.4%,i,1%,2%,-1.4,-25%,4%,-7%
CCOc1ccc(NC(=O)CCS(=O)(=O)c2cccc3nonc23)cc1,-10%,-0.6%,x,-13%,5%[9.27 µM],x,x,3%,-1%
CC(=O)Oc1cccc(N2C(=O)C3C4C=CC(C4)C3C2=O)c1 (centres undefined),14%,-0.6%,i,6%,8%,0.2,-1%,18%,-1%
CCc1nc2ccc(C(=O)NCCNC(C)=O)cn2c1N(CC)CCOC,9%,-0.1%[9.22 µM],i,15%,x,-0.2,x,x,16%
Cc1ccc(NC(=O)Cn2c(=O)n(CCCS(=O)(=O)C3CCCCC3)c(=O)c3ccccc32)cc1F,-9%,-0.3%,x,-1%,12%,x,x,-1%,-2%
O=C1c2ccccc2C(=O)c2c1cccc2-n1nnc2ccccc21,17%,-0.1%,i,-14%,-5%,-7.6,-4%,2%,-5%
CC1NC(=O)c2cccnc2-n2c1nc1cc(F)c(F)cc1c2=O (centres undefined),6%,-0.8%,i,4%,x,1.6,x,x,-15%
COc1ccc(-n2c(=O)c3c(c4cc(OC)ccc4n3C)n(Cc3cc(C)ccc3C)c2=O)cc1,29%,-0.4%,x,-13%,u,x,x,4%,9%
O=C(N=C1c2ccccc2CN1c1ccccc1)c1cccc([N+](=O)[O-])c1,-2%,11%,i,-38%[inhibitor],27%,1.4,-4%,10%,-27%
CCn1c(CC(=O)Nc2ccccc2)nnc1SCC(=O)Nc1nncs1,9%,0.3%,i,1%,u,0.6,3%,-10%,9%
CCc1nc(NCCN2CCOCC2)c2oc3ccccc3c2n1,13%,3.6%,i,0%,-9%,0.1,-1%,-2%,-11%
Cc1cccc(NC(=O)Cn2c(C)c(C#N)c3ccccc32)c1C,4%,-0.2%,i,2%,-14%,-1.2,-1%,-3%,-15%
COc1ccc(C)c2sc(=NC(=O)c3cccc(N4C(=O)CCC4=O)c3)n(C)c12,-1%,3.1%,i,0%,u,1.5,1%,19%,-9%
S=C(Nc1ccc2c(c1)OCO2)Nc1ccc2c(c1)OCO2,-9%,1.9%,i,-6%,18%,-2.2,0%,3%,6%
Cc1ccc(/C=N\NC(=O)C2CC(=O)N(c3ccccc3)C2)o1 (centres undefined),31%[activator],3.3%,i,1%,1%,1.4,u,-4%,44%
COc1ccccc1CNc1nc2c(S(=O)(=O)c3ccc(C)c(C)c3)nnn2c2ccc(Cl)cc12,-9%,-0.9%,x,-9%,8%,x,x,0%,-24%
Cc1nc(Cl)c2c(n1)NC1=C(O2)C(=O)CCC1,9%,-0.4%,i,-13%,10%,-0.3,-2%,0%,-14%
COC(=O)C[C@H]1C[C@@H]2c3cc(NC(=O)CN(C)C)ccc3O[C@@H]2[C@H](CO)O1,0%,0.4%,i,-3%,x,0.5,x,x,4%
Cc1cc(C)n2nc(C(=O)OCC(=O)NCc3ccccc3)nc2n1,-3%,0.3%,i,-18%,7%,-1.0,-3%,-2%,-1%
Cc1ccc(NC(=O)CNc2ccccc2CN(C)C2CCCCC2)cc1,u,-0.1%,i,2%,2%,0.3,1%,-3%,-48%
O=C(O)c1ccc2c(c1)C(=O)N(CCc1ccccc1)C2=O,-10%,-0.5%,i,10%,4%,-0.6,1%,12%,4%
O=C(O)c1nn(CC(=O)N2CCN(S(=O)(=O)c3ccc(Cl)cc3)CC2)c(=O)c2ccccc12,-5%,0.2%,i,-15%,-11%,-0.1,0%,1%,-32%
O=C(COc1ccccc1Cl)NCc1ccccc1,-5%,4.5%,i,-2%,u,1.0,1%,6%,0%
COc1cccc(NC(=O)N2CCC(CN3CCOCC3)CC2)c1,-8%,-0.8%,x,7%,u,x,x,0%,2%
O=C(NCc1cccs1)C1CCCN1C(=O)Nc1ccccc1 (centres undefined),-3%,0.3%,i,10%,5%,-22,1%,-2%,2%
O=C(Cn1cnc2c(nnn2Cc2ccccc2)c1=O)N1CCCc2ccccc21,-4%,0.5%,i,-9%,14%,-2.0,-2%,6%,4%
COc1ccc(OC)c(-c2csc(NC(=O)Cc3ccc(F)cc3)n2)c1,u,1.0%,i,3%,u,-1.5,-4%,-2%,19%
O=S(c1ccc2ccccc2c1)c1cnns1 (centres undefined),-22%,u,i,-81%[inhibitor],u,2.7,1%,-24%,2%
CCCN(CCC)CCCNC(=S)Nc1ccc2nc(N3CCN(CC)CC3)cc(C)c2c1,8%,0.7%,i,x,-2%,2.0,-1%,1%,-25%
CC(C)c1nnc(NC(=O)C2CCCN2C(=O)Nc2ccccc2[N+](=O)[O-])s1 (centres undefined),-9%,0.1%,i,-5%,1%,-2.4,-1%,4%,-4%
Nc1ncnc2c1ncn2[C@@H]1O[C@H](CNC(=O)[C@@H](N)C2CCCCC2)[C@@H](O)[C@H]1O,1%,0.7%,i,6%,14%,2.7,1%,-3%,-8%
O=C1c2ccccc2C(=O)N1CCCCN(C(=O)c1cc2ccccc2oc1=O)c1ccc(Cl)cc1,13%,-0.5%,i,3%,4%,-3.0,-1%,0%,39%
O=C(O)C1CCCN1S(=O)(=O)c1cccc2nsnc12 (centres undefined),1%,1.2%,i,-13%,2%,-1.5,2%,0%,-14%
O=C(O)c1ccccc1Nc1ccc([N+](=O)[O-])cc1,-5%,-0.1%,i,-79%[inhibitor],u,0.4,-2%,u,-30%
NC(=O)c1ccsc1NC(=O)COc1ccccc1,1%,7.4%,x,-3%,x,-2.0,2%,-5%,-23%

# Compounds listed so far that have a thiophene ring, fused or not:
SMILES,TGFb SMAD3 inh,Nrf2 ARE act,pAkt inh,Abeta rescue,Nrf2 block,CCT chaperon mod,MmCpn inh,A549 viability,HepG2 viability
Cc1cccc(C)c1NC(=O)CN(C)S(=O)(=O)c1ccc(-c2ccc(=O)[nH]n2)s1,-5%,5.4%,i,1%,2%,-1.4,-25%,4%,-7%
O=C(NCc1cccs1)C1CCCN1C(=O)Nc1ccccc1 (centres undefined),-3%,0.3%,i,10%,5%,-22,1%,-2%,2%
NC(=O)c1ccsc1NC(=O)COc1ccccc1,1%,7.4%,x,-3%,x,-2.0,2%,-5%,-23%
